MEKK2 WT-MEK5 = raises or lowers MEK5 binding to wildtype human MEKK2 PB1 domain | Q9Y2U5 | bead flow cytometry, Alexa488-MEK5 binding to MEKK2 WT; actives lie on both sides | binding response (% of control), % at 10 µM | 290,000 tested, 1.1% active | AID 1531; in the data active = binding response below about 67% or above about 130%
MEKK2mut PB1 HTS = signal of MEK5 binding to mutant human MEKK2 PB1 domain; bead flow cytometry, Alexa488-MEK5 binding to MEKK2 mutant; percent response, % at 10 µM; 290,000 tested, 0.35% active; AID 1530; in the data active = percent response above about 24%, passing the limit was not always enough; also: inactives centre near 1; some results filed as inactive read as strong as hits
NS3 helicase inh = inhibitors of Hepatitis C virus NS3 helicase. AID 1800. 290,000 tested, 0.56% active. inhibition, % at 10.9 µM. NS3 helicase DNA unwinding, Cy5 molecular beacon fluorescence;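 active = inhibition above the mean of all tested compounds plus 3 SD, set per campaign, cut at about 35% in these data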;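 also: 0% = DMSO wells and 100% = thioflavine S control wells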
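assay system = NS3 helicase fragment of HCV | buffer or medium = MOPS pH 6.5, MgCl2, DTT, Tween20, BSA | timing = 60 min unwinding reaction at 25 °C after ATP addition | signal = Cy5 beacon fluorescence read at start and 1 h | read-out basis = % inhibition of unwinding | control set = low DMSO, high thioflavine S at 110 µM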
UBC9 SUMO inh = blocks human SUMOylation mediated by UBC9; P63279; HTRF SUMOylation assay, SAE1/SAE2 + UBC9, in vitro; inhibition, % at 35 µM; 290,000 tested, 0.36% active; AID 2006; in the data active = inhibition above about 50%, passing the limit was not always enough; also: strong numbers were not always called active
Target sequence (P63279 whole entry, looked up): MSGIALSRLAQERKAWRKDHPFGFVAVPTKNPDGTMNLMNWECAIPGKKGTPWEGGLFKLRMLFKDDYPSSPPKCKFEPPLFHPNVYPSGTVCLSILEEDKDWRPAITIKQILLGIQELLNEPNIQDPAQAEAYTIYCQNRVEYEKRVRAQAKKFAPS
GalR3 antagonist = blocks the human galanin receptor 3 | 360,000 tested, 0.44% active | inhibition, % at 3 µM | HEK293 GalR3-CNG cAMP membrane potential fluorescence; galR3 body fused to GalR1 C-terminus;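 active = inhibition above the screen-wide average plus 3 SD, cut at about 13% in these data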;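 also: forskolin and galanin both at EC90 stimulate the cells; cAMP rise reported by CNG channel membrane potential dye signal; 0% = forskolin plus galanin with DMSO and 100% = forskolin alone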
Target sequence (O60755 1-299 limits assumed): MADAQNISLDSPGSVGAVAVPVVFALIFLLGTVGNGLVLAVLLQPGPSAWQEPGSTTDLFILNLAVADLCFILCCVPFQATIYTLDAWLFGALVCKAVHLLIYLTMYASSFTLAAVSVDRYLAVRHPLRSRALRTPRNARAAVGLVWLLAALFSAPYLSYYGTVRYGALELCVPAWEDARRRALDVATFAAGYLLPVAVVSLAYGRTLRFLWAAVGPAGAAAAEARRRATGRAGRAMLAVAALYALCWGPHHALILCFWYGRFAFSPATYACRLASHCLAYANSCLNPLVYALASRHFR
CRFR2-BP ag = CRF-BP/CRF-R2 complex agonism; HEK293 CRF-R2/CRF-BP, calcium dye fluorescence (FLIPR); percent of saturating CRF peptide response; activation, % at 13.2 µM; 350,000 tested, 0.46% active;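 active = activation of at least 50%, plus an integration ratio under a set limit after plate pattern correction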;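 also: plate controls were neutral control wells without compound for no effect and CRF at EC100 for full effect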
MEKK3 PB1 HTS = raises or lowers MEK5 binding to the human MEKK3 PB1 domain | Q99759 | binding response (% of control), % at 10 µM | 290,000 tested, 1.4% active | AID 1529 | bead-based flow cytometry, Alexa488-MEK5 binding to MEKK3; actives lie on both sides; 0 = blocked by unlabeled MEK5, 100 = vehicle;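 active = binding response more than 3 SD above or below the average of its plate-row segment, actives on both sides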;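 also: Alexa488 bead fluorescence after subtracting the streptavidin-only scavenger bead signal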
Target sequence (Q99759 whole entry, looked up, the tested form may be a part): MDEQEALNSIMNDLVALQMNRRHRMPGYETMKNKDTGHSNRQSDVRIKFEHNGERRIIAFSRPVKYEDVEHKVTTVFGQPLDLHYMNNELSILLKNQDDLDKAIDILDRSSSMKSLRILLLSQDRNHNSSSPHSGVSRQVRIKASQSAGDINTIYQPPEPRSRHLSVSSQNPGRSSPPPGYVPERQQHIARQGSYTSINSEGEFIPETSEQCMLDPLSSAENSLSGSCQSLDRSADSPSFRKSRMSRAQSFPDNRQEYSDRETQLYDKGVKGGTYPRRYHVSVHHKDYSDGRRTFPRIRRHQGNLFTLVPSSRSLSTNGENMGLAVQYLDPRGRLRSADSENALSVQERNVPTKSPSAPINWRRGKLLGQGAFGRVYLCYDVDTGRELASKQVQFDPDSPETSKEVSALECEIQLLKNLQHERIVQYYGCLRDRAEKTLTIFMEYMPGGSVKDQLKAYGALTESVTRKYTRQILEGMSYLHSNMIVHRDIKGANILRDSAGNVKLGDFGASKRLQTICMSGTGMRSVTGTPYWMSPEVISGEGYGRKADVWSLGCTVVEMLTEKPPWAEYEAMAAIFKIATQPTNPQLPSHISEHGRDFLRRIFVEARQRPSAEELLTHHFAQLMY
FID counter = displaces DNA intercalator in HCV helicase counter-screen; DNA fluorescent intercalator displacement, fluorescence; inhibition, % at 7.9 µM; 290,000 tested, 0.17% active; in the data active = inhibition above about 37%;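 also: 0% = vehicle and 100% = reference compound; higher means more ethidium bromide displaced from hairpin DNA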
CRFBP-R2 block = CRF-BP/CRF-R2 complex antagonism | 350,000 tested, 0.59% active | HEK293 CRF-R2/CRF-BP, CRF-induced calcium fluorescence | inhibition, % at 11.8 µM;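 active = inhibition of the ligand-induced calcium signal above about 50% at the single tested concentration, limit read from the data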
* marks the source's active call; other numbers are inactive results; . = no result given. Not all compounds are listed; count on the stated rates, not on these rows.

Codes – A = MEKK2 WT-MEK5; B = MEKK2mut PB1 HTS; C = NS3 helicase inh; D = UBC9 SUMO inh; E = GalR3 antagonist; F = CRFR2-BP ag; G = MEKK3 PB1 HTS; H = FID counter; I = CRFBP-R2 block
O=C(NC1CCCCC1)N1CCC(n2cnc3ccccc32)CC1
  A = 94	B = -1	C = 4	D = 36	E = -7	F = 0.2	G = 95	H = 11	I = -1
O=C(CN1CCCc2ccccc21)N1CCc2ccccc21
  A = 100	B = 0	C = -12	D = -7	E = -6	F = -1.2	G = 99	H = 5	I = 7
CC(C)OCCCNC(=O)c1ccc(CN2CCc3ccccc3C2)cc1
  A = 103	B = 2	C = 5	D = 1	E = -2	F = 0.5	G = 99	H = -9	I = 11
CCOC(=O)c1c(C)[nH]c(C)c1C(=O)Cn1nnc(-c2ccccc2C)n1
  A = 99	B = -3	C = -13	D = .	E = -2	F = 1.7	G = 103	H = -19	I = -30
COc1ccc(C(=O)c2ccc(OC)c(OC)c2)cc1OC
  A = 93	B = -3	C = 1	D = 21	E = -6	F = -2.5	G = 96	H = -15	I = 7
O=C1N(CCCCN2C(=O)C3(OCCO3)c3ccccc32)c2ccccc2C12OCCO2
  A = 105	B = 5	C = -2	D = -5	E = -4	F = 1.0	G = 107	H = -20	I = 5
COc1ccc(CNCC(O)(c2ccccc2)c2ccc(Cl)cc2)cc1 (centres undefined)
  A = 122	B = 6	C = -60	D = 8	E = -8	F = -0.5	G = 105	H = 14	I = -15
Cc1cc(/C=C2/C(=O)NN(c3ccccc3)C2=O)c(C)n1-c1ccc(O)cc1
  A = 83	B = -2	C = 2	D = -3	E = 0	F = -2.6	G = 94	H = -4	I = -22
COc1cc(OC)cc(C2=NC3(CCC(C)CC3)NC2=S)c1 (centres undefined)
  A = 107	B = 6	C = 8	D = -26	E = 3	F = 1.6	G = 105	H = -17	I = 16
CC(=O)N(CN1C(=O)c2ccccc2C1=O)c1cccc(C)c1
  A = 102	B = -1	C = 0	D = 22	E = 0	F = 0.8	G = 102	H = 3	I = -2
CC(=O)Nc1ccccc1NC(=O)c1ccccc1-c1ccccc1
  A = 108	B = 8	C = -5	D = 12	E = -10	F = 0.7	G = 111	H = -3	I = -8
Cc1ccccc1NC(=O)CSc1nnc(NC(=O)c2ccco2)s1
  A = 108	B = 4	C = -1	D = 1	E = 1	F = -0.2	G = 102	H = -11	I = -1
COc1ccc(CNC(=O)[C@H](C)NC(=O)C2CCN(C(=O)[C@@H](N)CCSC)CC2)cc1
  A = 104	B = 4	C = -4	D = -6	E = -7	F = -0.4	G = 104	H = -7	I = -5
NC(Cc1ccc(Oc2ccc(O)cc2)cc1)C(=O)O (centres undefined)
  A = 99	B = -1	C = -1	D = 20	E = .	F = .	G = 104	H = 5	I = .
COc1cccc(C(=O)NCC(=O)N/N=C/c2cccs2)c1
  A = 96	B = -4	C = -3	D = 7	E = -4	F = 0.3	G = 99	H = -2	I = 8
Cc1ccc2nc(NC(=O)CCn3c(=O)sc4ccccc43)sc2c1
  A = 112	B = 6	C = -3	D = -1	E = .	F = 2.6	G = 112	H = -3	I = -16
COc1ccc(C(=O)c2ccc(OC)c3cccc(O)c23)cc1OC
  A = 109	B = 15	C = -8	D = 30	E = -4	F = -2.0	G = 108	H = -18	I = -15
CCOC(=O)N1CCN(S(=O)(=O)c2ccc(F)c(C(=O)Nc3cccc(Cl)c3C)c2)CC1
  A = 99	B = 0	C = -12	D = 2	E = 1	F = -2.1	G = 104	H = -10	I = 25
NC(=O)C1CCN(C(=O)c2ccc(C(F)(F)F)cc2)CC1
  A = 97	B = -2	C = -3	D = 25	E = 0	F = 0.1	G = 99	H = -2	I = 2
CC(C)(C)c1csc(NC(=O)c2c(F)c(F)c(F)c(F)c2F)n1
  A = 101	B = 2	C = -8	D = 0	E = -3	F = 4.2	G = 102	H = -3	I = 3
CCN(CC)CCNC(=O)Cn1nc(Cc2ccccc2)c2ccccc2c1=O
  A = 105	B = 8	C = -11	D = -13	E = -2	F = 0.5	G = 101	H = 11	I = -4
O=C(CC(C(=O)N1CCc2ccccc21)n1ccnc1)NCc1ccccc1 (centres undefined)
  A = 95	B = 3	C = -3	D = 15	E = -7	F = 1.3	G = 97	H = -8	I = -27
CCOC(=O)C1=C(C)OC(N)=C(C(=O)OCC)C1c1cccnc1 (centres undefined)
  A = 106	B = 6	C = 3	D = 17	E = -6	F = -2.7	G = 102	H = -4	I = -13
CCOC(=O)c1cc2cc([N+](=O)[O-])cc(OC)c2oc1=O
  A = 108	B = 6	C = 8	D = 6	E = -7	F = -2.2	G = 105	H = 1	I = 19
C=CCn1c(SCC(=O)c2ccccc2)nnc1-c1ccc2c(c1)OCO2
  A = .	B = .	C = 4	D = 18	E = 2	F = -1.2	G = .	H = -38	I = 7

3 of the compounds above, as comma-separated lines:
molecule,MEKK2 WT-MEK5,MEKK2mut PB1 HTS,NS3 helicase inh,UBC9 SUMO inh,GalR3 antagonist,CRFR2-BP ag,MEKK3 PB1 HTS,FID counter,CRFBP-R2 block
Cc1ccc2nc(NC(=O)CCn3c(=O)sc4ccccc43)sc2c1,112,6,-3,-1,.,2.6,112,-3,-16
COc1ccc(C(=O)c2ccc(OC)c3cccc(O)c23)cc1OC,109,15,-8,30,-4,-2.0,108,-18,-15
CCOC(=O)N1CCN(S(=O)(=O)c2ccc(F)c(C(=O)Nc3cccc(Cl)c3C)c2)CC1,99,0,-12,2,1,-2.1,104,-10,25

The results go on.
Codes – A = MEKK2 WT-MEK5; B = MEKK2mut PB1 HTS; C = NS3 helicase inh; D = UBC9 SUMO inh; E = GalR3 antagonist; F = CRFR2-BP ag; G = MEKK3 PB1 HTS; H = FID counter; I = CRFBP-R2 block
Cc1c(NC(=O)CCC(=O)N2CCOCC2)c(=O)n(-c2ccccc2)n1C
  A = 107	B = 3	C = -6	D = 19	E = -7	F = -1.5	G = 98	H = -2	I = -6
COc1ccccc1C(=O)N/C(=C/c1ccc(Br)cc1)C(=O)N1CCCC1
  A = 98	B = 5	C = -2	D = 5	E = -5	F = 0.1	G = 100	H = -32	I = -27
Cc1cccc(OC(C)C(=O)N2CCCN(C)CC2)c1C (centres undefined)
  A = 106	B = 0	C = 11	D = 11	E = .	F = -1.5	G = 103	H = 7	I = -2
CCOc1ccc(C2=Nn3c(nnc3-c3ccccc3)SC2)cc1Cl
  A = 94	B = 0	C = -2	D = 5	E = 0	F = 7.3	G = 99	H = -5	I = -29
CCCc1cc(=O)[nH]c(Nc2ccc(Cl)cc2)n1
  A = 101	B = -2	C = 16	D = 12	E = -6	F = 5.8	G = 101	H = -11	I = -38
CCN1C(=O)/C(=C/c2ccc(N3CCCC3)cc2)NC1=S
  A = 83	B = -2	C = 2	D = -28	E = -3	F = 258*	G = 98	H = 2	I = -302
Cc1nnc(-c2cnn(C)c2N)n1Cc1ccccc1F
  A = 103	B = 5	C = 1	D = 18	E = -2	F = 0.1	G = 103	H = 0	I = -1
Cc1ccc(/C=N/Nc2cccc(C(=O)O)c2)s1
  A = 97	B = 1	C = 31	D = 7	E = -3	F = -0.3	G = 99	H = -21	I = 18
CC(=C/c1ccco1)/C=N/NC(=O)Cc1cccn1C
  A = 114	B = 10	C = 16	D = 19	E = -1	F = -1.2	G = 108	H = -15	I = 2
CCc1ccc(Oc2ncnc(N)c2[N+](=O)[O-])cc1
  A = 105	B = 0	C = -3	D = 8	E = -8	F = 0.8	G = 103	H = -2	I = 5
COc1cc(NC(=O)c2c3c(nc4ccccc24)CCC3)cc(OC)c1
  A = 96	B = -2	C = 3	D = 12	E = -6	F = 0.8	G = 99	H = 3	I = 6
CCCNC(=S)N(Cc1ccccc1)Cc1nc2ccccc2c(=O)[nH]1
  A = 92	B = -3	C = 3	D = -9	E = 6	F = -0.4	G = 86	H = -14	I = 10
CCCc1cc(=O)oc2cc(OCC(=O)N3CCN(C(=O)C4COc5ccccc5O4)CC3)ccc12 (centres undefined)
  A = 107	B = 3	C = -4	D = 15	E = -10	F = -1.3	G = 103	H = -49	I = -3
COc1ccc(C(=O)N2CCCC(c3nc(-c4cc(OC)c(OC)c(OC)c4)no3)C2)cc1 (centres undefined)
  A = 100	B = 3	C = 3	D = 16	E = .	F = -2.4	G = 102	H = -32	I = 7
COC(CNC(=O)CN1CCN(Cc2ccc(F)cc2Cl)C1=O)OC
  A = 105	B = 5	C = 0	D = 6	E = -7	F = 0.1	G = 100	H = -10	I = -2
CCCN(CCC)CCCNC(=O)C1c2cc(OC)c(OC)cc2C(=O)N(C)C1c1cccnc1 (centres undefined)
  A = 99	B = -1	C = 3	D = 13	E = -4	F = 0.4	G = 102	H = 6	I = -1
Nc1ncnc2c1ncn2C1OC(COP(=O)(O)O)C(O)C1O (centres undefined)
  A = 107	B = 8	C = 4	D = .	E = 11	F = -1.4	G = 102	H = 2	I = 12
CC(C)N(C(=O)C(F)(F)F)C(C(=O)NC1CCCCC1)c1ccncc1 (centres undefined)
  A = 115	B = 5	C = -4	D = 11	E = -5	F = -1.1	G = 114	H = 2	I = 10
O=c1c(Cl)c(N2CCN(c3ccccc3)CC2)cnn1C12CC3CC(CC(C3)C1)C2
  A = 96	B = 1	C = 13	D = 10	E = -2	F = 0.0	G = 98	H = -25	I = -16
O=C(N/N=C/c1ccc(N2CCOCC2)s1)c1ccc(NS(=O)(=O)c2cccs2)cc1
  A = 96	B = -3	C = 8	D = 3	E = 1	F = 0.7	G = 100	H = -7	I = 11
O=C1[C@@H]2Cc3c([nH]c4ccccc34)C(c3cccc(Br)c3)N2C(=O)CN1C1CCN(Cc2ccccc2)CC1 (some centres undefined)
  A = 124	B = 15	C = -63	D = -14	E = -8	F = -0.2	G = 110	H = 8	I = -13
CCOC(=O)C1(S(=O)(=O)c2ccccc2)CCN(Cc2ccccc2)CC1
  A = 99	B = 3	C = 2	D = 9	E = -4	F = 0.7	G = 97	H = -11	I = -4
COc1ccccc1NS(=O)(=O)c1cc(NC(=O)Nc2cccc(C)c2)ccc1N1CCCCC1
  A = 120	B = 1	C = -18	D = -20	E = -9	F = 1.4	G = 107	H = 4	I = 16
O=C(CSc1ncc(S(=O)(=O)c2ccccc2)c(=O)[nH]1)Nc1ccccc1Cl
  A = 92	B = -3	C = 23	D = 21	E = -2	F = 4.1	G = 95	H = -35	I = -3
CCC(=O)NC1CC2CCCC(C1)N2Cc1ccc(C)cc1 (centres undefined)
  A = 108	B = 8	C = 1	D = 14	E = -3	F = 0.2	G = 106	H = -2	I = 6
O=C(NC(NCC1CCCO1)C(Cl)(Cl)Cl)c1cccc2ccccc12 (centres undefined)
  A = 90	B = -1	C = -4	D = 2	E = -1	F = -2.0	G = 92	H = -9	I = -6
CCNc1nc(SCc2ccccc2)nc(N2CCOCC2)n1
  A = 96	B = -4	C = -15	D = 0	E = -3	F = -0.3	G = 97	H = -24	I = -30
CCC(C)Nc1nc2c(c(=O)[nH]c(=O)n2C)n1CCOc1ccccc1 (centres undefined)
  A = 99	B = 7	C = 0	D = 12	E = -7	F = -13	G = 99	H = -30	I = -64
O=C(Cc1ccccc1)N1CCC2(CC1)NCCc1[nH]cnc12
  A = 101	B = 2	C = 3	D = 9	E = 0	F = 1.1	G = 101	H = -5	I = 2
CC1CCCC(C)N1C(=S)SCC(=O)O (centres undefined)
  A = 88	B = -11	C = -13	D = 6	E = 0	F = -1.1	G = 76	H = -1	I = 15
O=C(NCc1cccs1)c1cc2c(s1)CCCC2
  A = 98	B = -3	C = -5	D = -9	E = 2	F = -1.2	G = 98	H = -6	I = -7
Oc1ccccc1/C=N/N1CCN(c2ccccn2)CC1
  A = 102	B = 6	C = 4	D = 3	E = 9	F = -0.8	G = 102	H = -11	I = -4

Bioassay records deposited in PubChem by several laboratories.
